Screening results as filed in PubChem.
IkB sig inh: inhibitors of IkB signaling in ABC-DLBCL cells; ABC-DLBCL IkBa-CBG/CBR dual luciferase ratio, 4 h; response scale: scaled: untreated 0%, proteasome inhibitor 100%; AID 445; Potency, µM (series often up to 57.1 µM), inactives show at the highest dose IkBa stabilization activation; hit rate 0.04% among 110,000; active = well fitted curve in the direction sought with a large enough effect in the signal ratio, not every such curve was filed as active; inconclusive = small, poorly fitted or top-dose-only effect, or a change in a side signal; the % refers to the signal ratio;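 note: the direction sought is a rising ratio; 0% = basal untreated cells and 100% = reference inhibitor full response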
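Curves were fitted separately to fusion (green), unfused (red) and ratio luminescence, then classed by r2, magnitude and activity. Cells: OCI-Ly3, 4 h compound plus doxycycline at 37C; 10 uM MG-132 defined full response.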
p53ts 39C kill: kills p53ts cells at the nonpermissive temperature | H1299-p53A138V viability at 39C, ATP luminescence, 24 h | Potency, µM (highest dose often 46.1 µM), for the others: at the top dose activity change, negative = cell killing, most hits filed as cytotoxic | hit rate 1.5% among 130,000 | AID 902; note: nearly all actives have a fitted effect of over 55% in size
Imprint erasure: genomic imprint erasure induction. mouse ES Peg3-LacZ reporter, beta-gal luminescence, 40 h. Potency, µM (highest dose often 60.7 µM), inactives show at the highest dose activity change, positive = activation, usual class: activators. hit rate 0.02% among 110,000. AID 1948;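 note: 0% = negative control wells on the plate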
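Imprint erasure is scored as LacZ activity from the silenced maternal Peg3 allele in feeder-free female ES cells cultured 40 h with LIF. Luminescence is normalized to in-plate negative controls and fitted to the Hill equation.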
p53ts 32C kill: kills p53ts cells at the permissive temperature. H1299-p53A138V at 32C, ATP luminescence viability, 24 h. AID 924. hit rate 0.93% among 130,000. Potency, µM (highest dose often 46.1 µM), for the others: at the highest dose activity change, negative = cytotoxicity, usual class: cytotoxic;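 note: 0% = DMSO and -100% = full killing by reference compound; nearly all actives have a fitted effect of over 55% in size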
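H1299-p53 A138V cells (temperature-sensitive p53) exposed 24 h to up to 46 uM compound at 32C, where p53 is wild-type in conformation. Viability read as ATP luminescence and normalised to DMSO and 100 uM tamoxifen. AC50 fitted with the Hill equation.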
Starred values were filed as active, the others as inactive; ? = inconclusive; . = not tested or not shown; [ ] = remark or other dose. Unless noted, calls come from the whole dose curve; as a rule, active = well fitted curve in the direction sought with a large enough effect; inconclusive = small, poorly fitted or top-dose-only effect, or another doubt; inactive = no such curve, though single readings can be large; an effect the other way counts as inactive or inconclusive. Unless noted, % is set by controls: 0 for no effect and ±100 for the full control effect; potency is the fitted concentration of half-maximal effect.

Under each structure – IkB sig inh, p53ts 39C kill, Imprint erasure, p53ts 32C kill
> Cc1ccc(CNn2cnnc2SCC(=O)NC(C)(C)C)cc1
  5.8%, 6%, -2%, 5%
> Cc1ccc(NC(=O)N2CCC3(CC2)Oc2ccccc2C(=O)N3Cc2ccc(F)cc2)cc1
  ?, 4%, -11%[10.9 µM], 6%
> COc1ccc(C(=O)N2CCC[C@@]3(CCN(C(=O)Nc4ccccc4)C3)C2)cc1
  -1.1%[11.4 µM], 4%, ., 4%
> CNCCC=C1c2ccccc2C=Cc2ccccc21
  1.7%[25.6 µM], -18%[20.6 µM], -23%[16.8 µM], -7%[20.6 µM]
> CCc1ccccc1NC(=O)CN(Cc1ccccc1)S(=O)(=O)c1ccc2nc(C)sc2c1
  -0.3%, -38%, -5%[10.9 µM], 3%
> Cc1ccc(CCNC(=O)CN2CCN(Cc3ccccc3F)C2=O)cc1
  2.3%, 3%, -2%, -4%
> COc1cccc2c(C)cc3nnc(SCC(=O)Nc4ccc(C)cc4)n3c12
  ?, -12%, -12%[10.9 µM], 0%
> COCCNC(=O)CSc1nc(-c2ccccc2)[nH]c1-c1ccc(C)cc1
  11%, 7%, 7%[10.9 µM], 5%
> Cn1ccnc1Sc1nnnn1-c1ccccc1
  -1.4%, 2%, -21%, -6%
> COc1ccc(-n2c(=O)c3ccccc3n(Cc3ccccc3Cl)c2=O)cc1
  2.5%, -21%, -4%[10.9 µM], 4%
> CCOC(=O)C1CCN(C(=O)c2sc3ncnc(N4CCC(C)CC4)c3c2C)CC1
  ., -4%, ., 5%
> CCN1C(=O)N(C)C2(c3ccccc3)N(C)C(=O)N(C)C12c1ccccc1 (centres undefined)
  0.0%, 0%, ?, 0%
> COC(=O)c1c(-c2ccc(OC)c(OC)c2)csc1N
  -1.5%, -6%, -6%, 11%
> CC(C)C(c1nnnn1C1CCCCC1)N1CCCc2ccccc21 (centres undefined)
  ., 10%, ., -3%
> CCCCOC(=O)C1=C(C)Nc2ncnn2C1c1ccc(OC)c(OC)c1OC (centres undefined)
  -2.3%, 13%, -3%, 16%
> O=C(NCc1ccccc1)C1CCN(S(=O)(=O)Cc2ccccc2)CC1
  -2.6%, 5%, -14%[10.9 µM], -1%
> Cc1cc2n(n1)CCC(=O)N2Cc1ccc(C(=O)Nc2ccc(Br)c(C)c2)cc1
  ?, -15%, 3%[10.9 µM], -3%
> COc1cc2[nH]c3c(N4CCN(c5ccccn5)CC4)ncnc3c2cc1OC
  ?, ?, -13%, ?
> CC(C)N(C(=O)COc1ccc(Br)cc1Cl)C(C)C
  4.3%, -2%, -15%, -13%
> CCOc1ccc(-n2nc(CO)c(C(=O)NCc3ccccn3)n2)cc1
  0.9%, ?, -7%[10.9 µM], ?
> COc1ccccc1-c1nc2n(n1)C(c1ccccc1Cl)C(C(N)=O)=C(C)N2 (centres undefined)
  6.9%, -7%, -2%, 6%
> CCc1ccc(NC(=O)CN2CCN(Cc3ccccc3)S2(=O)=O)cc1
  -0.3%, -16%, -9%[10.9 µM], 1%
> Cc1ccccc1Nc1c(-c2ccncc2)nc2ccc(Cl)cn12
  ?, -27%, 3%[10.9 µM], 0%
> CC1(C)CC(=O)C2=C(C1)N(c1ccccc1)C(N)=C(C#N)C2c1cccnc1 (centres undefined)
  23%, -13%, -3%, -4%
> CCCOc1c(OC)cccc1C1CC(=O)Nc2cc(OC)c(OC)c(OC)c21 (centres undefined)
  0.5%, 1%, -17%, 8%
> CCC(CC)C(=O)Nc1ccc2nc(SCC(=O)N3CCCC3)sc2c1
  -1.2%, 19%, -7%[10.9 µM], 7%
> Cc1ccccc1-n1c(SCC(=O)Nc2ccc3c(c2)OCO3)nnc1-c1ccccn1
  ., 19%, ., 1%
> COc1ccccc1OCc1nnc(SCC(=O)NCc2ccco2)n1-c1ccccc1
  ., 22%, ., -4%
> COc1ccccc1OCC(=O)NC1CC(=O)N(c2ccc3c(c2)OCCO3)C1 (centres undefined)
  0.1%, -11%, 15%[10.9 µM], 3%
> O=C1CCCCCC1C1(O)C(=O)Nc2ccccc21 (centres undefined)
  3.2%, -5%, -8%, 7%
> CCOC(=O)C1CCN(S(=O)(=O)c2ccc(N3CCCCS3(=O)=O)cc2)CC1
  -1.0%, -13%, -12%[10.9 µM], -10%
> COc1ccc(-c2nnc(SC(=O)N3c4ccccc4Sc4ccccc43)o2)cc1
  ?, ?, -34%[inhibitor], ?
> O=C1c2ccccc2C(=O)N1Cc1nc(-c2ccncc2)no1
  1.3%, 10%, -13%, 3%
> CCc1nc2ccccc2n1CCCCOc1cccc(C)c1
  ?, -19%, 8%[10.9 µM], -8%
> CCOc1cccc(CC(=O)NCc2ccc3c(c2)CCN3C(=O)c2cccc(C)c2)c1OCC
  2.3%, -8%, -18%[10.9 µM], -2%
> COC(=O)c1ccccc1NC(=O)CCCS(=O)(=O)c1nc(-c2ccccc2OC)cc(C(F)(F)F)n1
  ?, 18%, 4%[10.9 µM], 10%
> O=C(NCc1cccnc1)C1CCN(S(=O)(=O)N2CCC3(CC2)OCCO3)CC1
  -0.1%, -7%, -12%, 16%
> O=C(Cn1c(=O)n2nc(-c3cccc(F)c3)nc2c2ccccc21)N1CCN(c2ccc(F)cc2)CC1
  4.9%, 1%, 9%[10.9 µM], 7%
> COCCNC(=O)C(=O)Nc1ccc2nc3n(c(=O)c2c1)CCCCC3
  -0.1%, -15%, -7%[10.9 µM], 13%
> CCN(Cc1ccccc1)C(=O)CC1Oc2ccccc2NC1=O (centres undefined)
  1.1%, 0%, -8%, 4%
> CCOc1ccc(NC(=O)Cn2c(=O)n(CCCCC(=O)NCc3ccc4c(c3)OCO4)c(=O)c3ccccc32)cc1
  1.5%, -1%, -17%[10.9 µM], -11%
> C/C(CCN1CCc2nc(-c3ccccc3)c(-c3ccccc3)cc2C1)=N\OC[C@@H](O)COCc1ccco1
  ., 0%[9.22 µM], ., 2%[9.22 µM]
> CC(=O)C1=C(c2ccccc2)N(C(C)=O)n2c(nnc2C2CCCCC2)S1
  -0.4%, 8%, -11%[10.9 µM], 7%
> O=S(=O)(CCc1ccccc1)/N=C/c1cccs1
  0.6%, -2%, 13%, 0%
> COc1cccc(NC(=O)CSc2nnc(-c3cc(C)n(-c4ccccc4)c3C)o2)c1
  ?, 20µM*, -61%[inhibitor], -23%
> Cc1ccc(S(=O)(=O)N2CCCC2C(=O)N(C)Cc2cccs2)cc1 (centres undefined)
  0.6%, 0%, -7%, 7%
> O=C1c2cccc3cccc(c23)C(=O)N1c1cccnc1
  -0.9%, 13%, -7%, 16%
> CCC1CCCCN1CCCNC(=O)c1cc2c(=O)n(CC)c3ccccc3c2s1 (centres undefined)
  -0.1%, -16%, -12%[10.9 µM], 6%
> CCn1cc(C(C)(C)C)c(C#N)c1NC(C)=O
  1.2%, 5%, -3%, -26%
> C=CCn1c(N)c(C(=O)Nc2ccccc2OC)sc1=S
  5.0%, -11%, -16%, -8%
> CCOc1cc(CNc2ncnc3nc[nH]c23)ccc1OC
  -4.4%, -5%, -16%, -21%
> O=C(Oc1ccccc1)N1CCC2(CC1)CCN(c1ccccn1)CC2
  7.5%[11.4 µM], -19%, ., -17%
> Cc1cc(C)cc(C(=O)Oc2coc(CSc3nnc(NC(=O)C4CC4)s3)cc2=O)c1
  ., -25%, ., ?
> Cc1cccc(N2CCN(C(=O)CN3C(=O)COc4ccc(S(=O)(=O)N5CCOCC5)cc43)CC2)c1C
  ?, -27%, -16%[10.9 µM], -13%
> CCn1cc(SCC(=O)NCC2CCCO2)c2ccccc21 (centres undefined)
  -2.5%, ?, -17%, ?
> Cc1ccc2nc(-c3ccccn3)cc(C(=O)NC3CCN(C)CC3)c2c1
  -0.5%, 12%, 0%, 1%
> COc1ccc(C(=O)c2ccc(N3CCN(C4CC(=O)NC4=O)CC3)cc2)cc1F (centres undefined)
  1.3%, -3%, -21%, 1%
> CCOC(=O)Cn1cnc2c(nnn2-c2ccc(C)cc2)c1=O
  -0.4%, -2%, -5%, -3%
> CCOC(=O)c1cc(-c2cccs2)nn1CCC#N
  6.7%, 7%, -10%, 6%
> Cc1nc(SCc2ccccc2)c(C(F)(F)F)c(=O)[nH]1
  2.7%, 5%, -8%, -15%

The closing seven entries of the section above open the next one:
Under each structure – IkB sig inh, p53ts 39C kill, Imprint erasure, p53ts 32C kill
> Cc1cccc(N2CCN(C(=O)CN3C(=O)COc4ccc(S(=O)(=O)N5CCOCC5)cc43)CC2)c1C
  ?, -27%, -16%[10.9 µM], -13%
> CCn1cc(SCC(=O)NCC2CCCO2)c2ccccc21 (centres undefined)
  -2.5%, ?, -17%, ?
> Cc1ccc2nc(-c3ccccn3)cc(C(=O)NC3CCN(C)CC3)c2c1
  -0.5%, 12%, 0%, 1%
> COc1ccc(C(=O)c2ccc(N3CCN(C4CC(=O)NC4=O)CC3)cc2)cc1F (centres undefined)
  1.3%, -3%, -21%, 1%
> CCOC(=O)Cn1cnc2c(nnn2-c2ccc(C)cc2)c1=O
  -0.4%, -2%, -5%, -3%
> CCOC(=O)c1cc(-c2cccs2)nn1CCC#N
  6.7%, 7%, -10%, 6%
> Cc1nc(SCc2ccccc2)c(C(F)(F)F)c(=O)[nH]1
  2.7%, 5%, -8%, -15%
> Nc1ncc(-c2cc3ccccc3oc2=O)s1
  4.0%, ?, -90%[inhibitor], ?
> COc1ccc(-c2nnc(CSc3ncnc4sc5c(c34)CCC5)o2)cc1OC
  0.7%, 1%, ., -1%
> CC(=O)Nc1ccc(S(=O)(=O)Nc2nnc(C3CCCCC3)s2)cc1
  -3.0%, -3%, 0%, 2%
> O=C(c1cnccn1)N1CCC2(CCCN(c3ccccn3)C2)CC1
  3.1%[11.4 µM], 9%, ., 13%
> CCSCCNC(=O)c1cc(-n2cnnc2)ccc1Cl
  -1.9%, 8%, -7%, -5%
> CCOCCCN1C(=O)CN(C2CCCCC2)C(=O)C1c1ccc(OC)c(OC)c1 (centres undefined)
  0.7%, 3%, -10%, -1%
> CCOc1ccc(NC(=O)C(C)Sc2nnc(C)n2C)cc1 (centres undefined)
  -1.9%, 5%, 1%, -2%
> COCCCNC(=O)CCCN1C(=O)CCn2nc(-c3cn(C)c4ccccc34)cc21
  0.3%, 2%, -1%[10.9 µM], -2%
> CCN(CC)CCCC(C)NC1=NCCCCC1 (centres undefined)
  1.5%, -1%, -3%, 24%
> Cc1ccc(C(=O)OCc2cn3ccccc3n2)cc1
  -0.4%, 4%, -11%, 3%
> CCOc1ccc(N2CC(c3nc4ccccc4n3CC(C)C)CC2=O)cc1 (centres undefined)
  ?, -27%, -5%[10.9 µM], 7%
> Cn1c(=O)c(=O)n(C)c2cc(NS(=O)(=O)c3ccc(Br)cc3)c(Cl)cc21
  ?, -10%, 16%[10.9 µM], 2%
> Cc1cc(C)n(-c2ccc(C(=O)NCc3ccc4c(c3)OCO4)cc2)n1
  1.1%, -2%, 16%, 5%
> CC(=O)Nc1cccc(Oc2ccc(-c3noc(C)n3)cc2)c1
  4.0%, ?, -30%[inhibitor], -28%
> Cc1ccc(Cn2c(SCC(N)=O)nc3c2c(=O)n(C)c(=O)n3C)cc1
  -1.0%, -1%, 10%, -3%
> CN1CCN(C(=S)c2ccc(OCC(=O)Nc3cccc(C(F)(F)F)c3)cc2)CC1
  ., -10%, ., 4%
> O=c1c2ccccc2nc(SCc2nc3ccccc3s2)n1Cc1ccco1
  1.2%, -25%, -15%, -15%
> CCCCNC(=O)CCn1c(=O)c2ccccc2n(Cc2cccc(Cl)c2)c1=O
  -2.5%, 2%, 7%[10.9 µM], 10%
